BioA inh: BioA (M. tuberculosis) enzyme inhibition; purified M. tuberculosis BioA enzyme, plate reader; inhibition, % at 9.99 µM; 360,000 tested, 0.096% active; in the data active = inhibition above about 40%
TcdB inh: TcdB glycohydrolase inhibition; 350,000 tested, 0.24% active; inhibition, % at 9.99 µM; TcdB glycohydrolase enzymatic assay, plate reader; P18177; in the data active = inhibition above about 10%
* marks the source's active call; other numbers are inactive results. Not all compounds are listed, so the mix of outcomes need not match the whole.

structure	BioA inh	TcdB inh
OC[C@H]1[C@H](c2ccc(-c3ccccc3)cc2)[C@@H]2CN(Cc3cncnc3)CCCCN12	-2.8	0.0
C[C@@H]1CN([C@H](C)CO)C(=O)c2cccc(NS(=O)(=O)c3cn(C)cn3)c2O[C@H]1CN(C)S(=O)(=O)c1ccccc1	-3.4	-0.3
O=C(C[C@@H]1CC[C@H]2[C@@H](COC[C@H](O)CN2Cc2nccs2)O1)N1CCC(Cc2ccccc2)CC1	-1.8	0.8
C[C@@H]1CCCCO[C@H](CN(C)C(=O)Cc2ccccc2)[C@@H](C)CN([C@H](C)CO)C(=O)c2cc(NS(=O)(=O)c3ccccc3)ccc2O1	-2.1	-0.4
CC(C)NC(=O)Nc1ccc2c(c1)C(=O)N([C@@H](C)CO)C[C@@H](C)[C@@H](CN(C)S(=O)(=O)c1ccc(F)cc1)OCCCC[C@H](C)O2	-0.2	0.1
C[C@@H]1CN([C@H](C)CO)C(=O)c2ccccc2-c2ccccc2CO[C@@H]1CN(C)S(=O)(=O)c1cccs1	-1.0	-0.7
C[C@H](CO)N1C[C@H](C)[C@@H](CN(C)Cc2ccc(C(F)(F)F)cc2)Oc2ccc(NC(=O)NC3CCCCC3)cc2C1=O	0.0	1.4
O=C(C1=C[C@H](c2ccc3c(c2)OCO3)C[C@H](OCc2ccc(CO)cc2)O1)N1CCCCC1	-1.2	0.0
COc1ccc(-c2ccc3c(c2)[C@H]2[C@H](CCN2C(=O)c2cccc(F)c2)[C@H](CO)N3)cc1	-0.9	0.2
CNC[C@H]1Oc2c(NC(=O)C3CC3)cccc2C(=O)N([C@H](C)CO)C[C@H]1C	-0.5	-0.5
CCC(=O)Nc1ccc2c(c1)OC[C@H](C)N(Cc1ccncc1)C[C@H](C)[C@H](OC)CN(C)C2=O	-1.6	-19
C[C@H]1CN([C@@H](C)CO)C(=O)c2cc(NC(=O)Nc3ccc(C(F)(F)F)cc3)ccc2O[C@@H]1CN(C)CC1CCCCC1	-2.1	0.2
O=C(C[C@H]1CC[C@H]2[C@@H](COC[C@@H](O)CN2S(=O)(=O)c2cccc(Cl)c2)O1)Nc1ccccc1	1.7	0.3
CCC(=O)Nc1ccc2c(c1)C(=O)N(C)C[C@H](OC)[C@@H](C)CN(Cc1ccccn1)[C@@H](C)CO2	-5.9	-0.4
CO[C@H]1CN(C)C(=O)c2cc(NC(=O)Nc3ccccc3F)ccc2OC[C@@H](C)N(C(C)=O)C[C@H]1C	1.4	0.8
CCC(=O)N[C@@H]1CC[C@@H](CCn2cc(-c3cccc(OC)c3)nn2)O[C@@H]1CO	3.5	-0.6
COc1ccc(NC(=O)N(C)C[C@H]2OCCCC[C@@H](C)Oc3ccc(NC(=O)Nc4ccc(C(F)(F)F)cc4)cc3C(=O)N([C@@H](C)CO)C[C@H]2C)cc1	-1.3	-1.0
O=C(NCc1ccccc1)[C@H]1[C@H](CO)[C@H]2Cn3c(cccc3=O)[C@@H]1N2Cc1cccnc1	-0.5	-1.6
CCCN1[C@@H]2c3ccc(-c4cccc(OC)c4)c(=O)n3C[C@@H]2[C@@H](CO)[C@@H]1C(=O)OC	0.8	0.1
C[C@@H]1CN([C@H](C)CO)C(=O)c2cc(NC(=O)c3ccncc3)ccc2O[C@@H](C)CCCCO[C@@H]1CN(C)S(=O)(=O)c1ccccc1	-2.8	1.3

A different layout for part of the listing above.
Values run as follows: BioA inh	TcdB inh
C[C@@H]1CN([C@H](C)CO)C(=O)c2ccccc2-c2ccccc2CO[C@@H]1CN(C)S(=O)(=O)c1cccs1
    -1.0	-0.7
CNC[C@H]1Oc2c(NC(=O)C3CC3)cccc2C(=O)N([C@H](C)CO)C[C@H]1C
    -0.5	-0.5

Later entries:
structure	BioA inh	TcdB inh
COc1ccc(S(=O)(=O)Nc2ccc3c(c2)CC(=O)N([C@@H](C)CO)C[C@H](C)[C@@H](CN(C)Cc2ccc(-c4ccccc4)cc2)O3)cc1	-2.3	0.3
C[C@@H]1CN([C@@H](C)CO)C(=O)c2cc(-c3ccc(C#N)cc3)cnc2O[C@H]1CN(C)C(=O)Nc1ccc(F)cc1	-0.6	-0.2
COc1ccc(NC(=O)Nc2ccc3c(c2)C(=O)N([C@H](C)CO)C[C@@H](C)[C@H](CN(C)Cc2ccccc2)O3)cc1	-3.5	-0.1
COc1ccc(-c2ccc3c(c2)[C@H]2[C@H](CCN2C(=O)Cc2cccnc2)[C@@H](CO)N3C)cc1	1.1	11*
COc1ccc(S(=O)(=O)N(C)C[C@H]2Oc3cc(-c4cccc(F)c4)ccc3S(=O)(=O)N([C@H](C)CO)C[C@@H]2C)cc1	1.2	-0.3
CC(C)NC(=O)Nc1ccc2c(c1)CC(=O)N([C@@H](C)CO)C[C@@H](C)[C@@H](CN(C)Cc1ccc(Oc3ccccc3)cc1)O2	-1.2	1.7
COc1ccc(S(=O)(=O)Nc2ccc3c(c2)C(=O)N([C@H](C)CO)C[C@@H](C)[C@@H](CN(C)Cc2ccncc2)OCCCC[C@@H](C)O3)cc1	0.7	-1.6
C[C@H](CO)N1C[C@H](C)[C@H](CN(C)C)Oc2ccc(NC(=O)Cn3cnnn3)cc2CC1=O	-0.8	-0.8
C[C@H](CO)N1C[C@H](C)[C@H](CN(C)C(=O)Nc2cccc3ccccc23)Oc2ncc(-c3ccc(F)cc3)cc2C1=O	-0.1	0.4
O=C(C[C@H]1C[C@@H]2c3cc(NC(=O)c4ccc5c(c4)OCO5)ccc3O[C@@H]2[C@@H](CO)O1)NCC1CC1	2.0	2.6
CCCNC(=O)Nc1ccc2c(c1)OC[C@@H](C)N(Cc1cncnc1)C[C@@H](C)[C@@H](OC)CN(C)C2=O	-1.2	-0.3
C[C@H]1CN([C@@H](C)CO)C(=O)c2cc(Br)cnc2O[C@@H]1CN(C)C(=O)NC1CCCC1	-0.4	-1.1
COCC(=O)N1C[C@H](C)[C@H](OC)CN(C)C(=O)c2cc(NC(=O)c3ccc(F)cc3)ccc2OC[C@H]1C	-1.1	0.5
O=C(NCc1ccc(F)cc1)[C@@H]1[C@@H](CO)[C@@H]2Cn3c(cccc3=O)[C@@H]2N1C(=O)C1CC1	-1.1	0.4
C[C@H]1CN([C@@H](C)CO)C(=O)c2cc(C#Cc3cccc(F)c3)cnc2O[C@H]1CN(C)C(=O)C1CCC1	2.2	1.7
Cc1cc(C(=O)Nc2cccc3c2O[C@@H](CN(C)CC2CC2)[C@H](C)CN([C@H](C)CO)C3=O)n(C)n1	3.7	-0.4
C[C@@H]1CN([C@H](C)CO)C(=O)c2cc(C#C[C@@H](C)O)cnc2O[C@H]1CN(C)C(=O)Nc1ccc(F)cc1	8.2	0.2
CCNC(=O)C[C@@H]1CC[C@H]2[C@@H](COC[C@@H](O)CN2S(=O)(=O)c2ccc(Oc3ccccc3)cc2)O1	1.2	0.1
C[C@@H]1CN([C@@H](C)CO)C(=O)c2cc(NC(=O)CCCN(C)C)ccc2O[C@@H]1CN(C)Cc1ccc(-c2ccccc2)cc1	0.3	-1.0
C[C@@H](NC(=O)N(C)C[C@H]1OCc2ccccc2-c2c(n(C)c3ccccc23)C(=O)N([C@@H](C)CO)C[C@@H]1C)c1ccccc1	5.1	0.5
C[C@H](CO)N1C[C@H](C)[C@H](CN(C)C(=O)Nc2cccc3ccccc23)Oc2ccc(NS(=O)(=O)c3ccc(F)cc3)cc2C1=O	1.1	1.1
CCS(=O)(=O)Nc1ccc2c(c1)C(=O)N(C)[C@H]1CC[C@@H](CC(=O)NC3CCCCC3)O[C@@H]1CO2	-0.3	-0.7
C[C@H]1CN([C@@H](C)CO)C(=O)c2cc(C#Cc3ccccc3)cnc2O[C@H]1CN(C)C(=O)c1ccccc1	-1.7	1.7
C[C@H](CO)N1C[C@H](C)[C@@H](CN(C)Cc2ccc(C(=O)O)cc2)OCCCC[C@H](C)Oc2ccc(NC(=O)NC3CCCCC3)cc2C1=O	0.1	-0.9
CCCN(C)C[C@H]1Oc2cc(C#CCC(C)C)ccc2S(=O)(=O)N([C@H](C)CO)C[C@H]1C	0.8	0.7
CO[C@H]1CN(C)C(=O)c2cc(NC(=O)c3ccc(-c4ccccc4)cc3)ccc2OC[C@H](C)NC[C@@H]1C	3.6	-0.1
C/C=C/c1cnc2c(c1)C(=O)N([C@H](C)CO)C[C@H](C)[C@@H](CN(C)C(=O)Nc1ccc(C(F)(F)F)cc1)O2	2.7	3.3
O=C(NCc1ccc2c(c1)OCO2)[C@H]1[C@H](CO)[C@H]2Cn3c(cccc3=O)[C@@H]1N2Cc1ccncc1	-0.2	1.9
O=C(C[C@H]1CC[C@@H]2[C@H](COC[C@H](O)CN2Cc2ccc(C(F)(F)F)cc2)O1)NCCc1ccccc1	1.5	0.8
COCC(=O)N(C)C[C@H]1Oc2ncc(C3=CCCCC3)cc2C(=O)N([C@H](C)CO)C[C@@H]1C	-0.8	-0.1
Cc1noc(C)c1S(=O)(=O)Nc1ccc2c(c1)C(=O)N([C@@H](C)CO)C[C@H](C)[C@@H](CN(C)S(=O)(=O)c1ccc(Cl)cc1)OCCCC[C@@H](C)O2	-1.3	-0.4
COc1cccc(CNC(=O)C[C@H]2C=C[C@@H](NC(=O)C3CCOCC3)[C@@H](CO)O2)c1	-4.0	0.0
CCCN1C[C@@H](C)[C@@H](OC)CN(C)C(=O)c2ccc(NC(=O)COC)cc2OC[C@H]1C	-3.5	0.2
CC(C)NC(=O)N(C)C[C@@H]1Oc2ccc(NS(=O)(=O)c3ccc(Cl)cc3)cc2CC(=O)N([C@H](C)CO)C[C@H]1C	-2.5	0.1
CC(C)C#Cc1cnc2c(c1)C(=O)N([C@@H](C)CO)C[C@H](C)[C@H](CN(C)C(=O)Cc1ccccn1)O2	-5.9	0.1
COc1ccc(S(=O)(=O)N(C)C[C@@H]2Oc3ccc(NC(=O)Nc4ccc5c(c4)OCO5)cc3C(=O)N([C@@H](C)CO)C[C@H]2C)cc1	-0.7	-1.3
O=C(Nc1ccc(F)cc1)N1C[C@@H]2[C@H](c3ccccc31)[C@H](CO)N2Cc1ccccc1Cl	-1.8	-0.5
O=C(CCN1CCCCC1)NCC[C@@H]1CC[C@H](NC(=O)C2CCOCC2)[C@@H](CO)O1	2.6	-1.0
C[C@@H]1CN([C@H](C)CO)C(=O)c2cc(-c3ccc(F)cc3)cnc2O[C@@H]1CN(C)C(=O)C1CCC1	0.2	1.8
C[C@H](CO)N1C[C@H](C)[C@@H](CN(C)Cc2ccc3c(c2)OCO3)Oc2ccc(NC(=O)CCCN(C)C)cc2CC1=O	2.1	0.1
COCC(=O)NC[C@H]1[C@@H](c2ccc(C3=CCCC3)cc2)[C@H](CO)N1C(=O)C1CC1	0.9	-5.9
COc1ccc(CNC(=O)C[C@@H]2C=C[C@H](NC(=O)c3ccc4c(c3)OCO4)[C@@H](CO)O2)cc1	0.0	0.1
C[C@H](CO)N1C[C@H](C)[C@@H](CN(C)Cc2cncnc2)Oc2ncc(C#Cc3ccccn3)cc2C1=O	-2.4	-0.8
C[C@@H]1CCCCO[C@@H](CN(C)S(=O)(=O)c2ccc(Cl)cc2)[C@H](C)CN([C@H](C)CO)C(=O)c2cc(NC(=O)c3ccccc3)ccc2O1	-0.3	-1.8
CNC[C@H]1Oc2ccc(NC(=O)Nc3ccc(OC)cc3)cc2CC(=O)N([C@H](C)CO)C[C@H]1C	1.9	1.1
CCCc1cn(CC[C@H]2CC[C@H](NC(=O)Nc3ccccc3F)[C@@H](CO)O2)nn1	1.4	-0.2
O=C(N[C@H]1CC[C@@H](CC(=O)N2CCOCC2)O[C@@H]1CO)c1ccc2c(c1)OCO2	-0.8	-0.3
CCNC(=O)C[C@H]1CC[C@H]2[C@H](COc3ccc(NC(=O)NC(C)C)cc3C(=O)N2C)O1	0.1	-0.4
C[C@@H]1CN([C@@H](C)CO)S(=O)(=O)c2ccc(C#CC3CC3)cc2O[C@@H]1CN(C)S(C)(=O)=O	4.7	0.3
C[C@@H]1CN([C@@H](C)CO)C(=O)Cc2cc(N(C)C)ccc2O[C@H]1CN(C)Cc1ccncc1	-1.6	-9.9

4 entries from above, arranged by heavy-atom count, largest number first.
structure	BioA inh	TcdB inh
C[C@H](CO)N1C[C@H](C)[C@H](CN(C)C(=O)Nc2cccc3ccccc23)Oc2ccc(NS(=O)(=O)c3ccc(F)cc3)cc2C1=O	1.1	1.1
C[C@@H]1CN([C@H](C)CO)C(=O)c2cccc(NS(=O)(=O)c3cn(C)cn3)c2O[C@H]1CN(C)S(=O)(=O)c1ccccc1	-3.4	-0.3
CCS(=O)(=O)Nc1ccc2c(c1)C(=O)N(C)[C@H]1CC[C@@H](CC(=O)NC3CCCCC3)O[C@@H]1CO2	-0.3	-0.7
O=C(C1=C[C@H](c2ccc3c(c2)OCO3)C[C@H](OCc2ccc(CO)cc2)O1)N1CCCCC1	-1.2	0.0

Later entries:
structure	BioA inh	TcdB inh
O=C(C[C@H]1CC[C@@H](NC(=O)Nc2ccc3c(c2)OCO3)[C@H](CO)O1)NCc1ccc(F)cc1	2.5	-0.9
COc1ccc(S(=O)(=O)Nc2ccc3c(c2)C(=O)N([C@H](C)CO)C[C@@H](C)[C@@H](CN(C)Cc2ccc(C(=O)O)cc2)OCCCC[C@H](C)O3)cc1	-6.6	-13
C[C@@H]1CN([C@@H](C)CO)C(=O)Cc2cc(NC(=O)Nc3ccc(C(F)(F)F)cc3)ccc2O[C@H]1CN(C)CC1CC1	-0.9	-0.2
CCCNC(=O)N[C@@H]1CC[C@H](CC(=O)NC2CCCCC2)O[C@@H]1CO	1.0	-0.5
